Compound activity as filed in PubChem BioAssay.
PLK1 PBD block: PLK1 (human) polo-box domain binding inhibition; AID 720504; actives 2.8% (n = 360,000); Potency, µM, without a hit: max response, negative = inhibition, hits mostly inhibitors; P53350; Plk1 PBD binding of FITC phosphopeptide, fluorescence polarization; note: potency is the fitted concentration of half-maximal effect; series mostly up to about 57 µM; % is set by controls: 0 for no effect and ±100 for the full control effect; nearly all actives have a fitted effect of over 65% in size
Target sequence (P53350 whole entry, looked up, the tested form may be a part): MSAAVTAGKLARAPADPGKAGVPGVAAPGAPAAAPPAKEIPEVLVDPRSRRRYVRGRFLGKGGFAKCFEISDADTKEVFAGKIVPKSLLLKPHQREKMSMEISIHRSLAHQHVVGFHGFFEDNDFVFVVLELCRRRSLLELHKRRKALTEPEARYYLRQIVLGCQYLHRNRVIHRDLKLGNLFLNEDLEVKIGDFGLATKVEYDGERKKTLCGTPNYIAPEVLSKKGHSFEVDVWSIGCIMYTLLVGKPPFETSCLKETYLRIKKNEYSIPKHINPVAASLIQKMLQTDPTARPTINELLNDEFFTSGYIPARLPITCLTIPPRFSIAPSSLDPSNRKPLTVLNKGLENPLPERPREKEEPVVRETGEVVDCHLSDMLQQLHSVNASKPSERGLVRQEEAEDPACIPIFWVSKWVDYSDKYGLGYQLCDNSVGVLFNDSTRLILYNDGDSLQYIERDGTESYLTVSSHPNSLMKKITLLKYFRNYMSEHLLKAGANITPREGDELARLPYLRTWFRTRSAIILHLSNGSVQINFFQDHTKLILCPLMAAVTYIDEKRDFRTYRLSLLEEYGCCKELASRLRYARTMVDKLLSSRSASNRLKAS
WRN helicase inh: WRN helicase (human) inhibition | actives 0.46% (n = 360,000) | Potency, µM (top dose mostly 114 µM), without a hit: at the top dose activity change, negative = inhibition, hits mostly inhibitors | WRN helicase unwinding, fluorescent forked duplex, kinetic | Q14191 | AID 651768; note: potency is the fitted concentration of half-maximal effect; % is set by controls: 0 for no effect and ±100 for the full control effect; nearly all actives have a fitted effect of over 55% in size
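Fluorescence dequenching readout, ex 525 nm/em 598 nm, kinetic mode: forked duplex DNA (100 nM final) with adjacent fluorophore and quencher unwound by WRN (20 nM final) with 2 mM ATP. Compound preincubation 15 min, room temperature.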
EPAC2 agonist: EPAC2 (human) agonism | Q8WZA2 | EPAC2 activation, biochemical qHTS; response scale: 100% = 6.5 mM cAMP response | Potency, µM (doses to about 154 µM), inactives show top-dose activation, most hits filed as activators | actives 0.079% (n = 360,000) | AID 720711; note: potency is the fitted concentration of half-maximal effect; nearly all actives have a fitted effect of over 50% in size
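Compounds were titrated in qHTS against a Rap1B-BODIPY-GDP (250 nM) complex with EPAC2 (100 nM) and GDP (50 uM). BODIPY-GDP release tracked at 480/540 nm over 30 min at room temperature, normalized to 6.5 mM cAMP.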
CCT modulator: changes cytosolic chaperonin activity | purified chaperonin ATPase assay, HTRF ADP detection, 30 min | activity change, % (no concentration beside the values), hits read low | actives 0.3% (n = 360,000) | AID 651819; in the data active = activity change below about -30%; note: % is set by controls: 0 for no effect and ±100 for the full control effect
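We incubate TRiC, 40 or 20 nM final, with library compounds at 76 uM and 10 uM ATP for 30 min at 37 °C. ADP formed is detected with Transcreener HTRF reagents after 30 min at room temperature.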
PI5P4Ka inh: inhibitors of human PI5P4K alpha; actives 1.2% (n = 330,000); PI5P4Kalpha enzyme, ADP-Glo luminescence, 60 min; stronger effect = lower value; AID 652105; max response, %; active = max response of -50% or lower; inconclusive = between -30% and -50%; inactive = -30% or higher; note: value at the top dose of about 77 µM; % is set by controls: 0 for no effect and ±100 for the full control effect
Target sequence (P48426 whole entry, looked up): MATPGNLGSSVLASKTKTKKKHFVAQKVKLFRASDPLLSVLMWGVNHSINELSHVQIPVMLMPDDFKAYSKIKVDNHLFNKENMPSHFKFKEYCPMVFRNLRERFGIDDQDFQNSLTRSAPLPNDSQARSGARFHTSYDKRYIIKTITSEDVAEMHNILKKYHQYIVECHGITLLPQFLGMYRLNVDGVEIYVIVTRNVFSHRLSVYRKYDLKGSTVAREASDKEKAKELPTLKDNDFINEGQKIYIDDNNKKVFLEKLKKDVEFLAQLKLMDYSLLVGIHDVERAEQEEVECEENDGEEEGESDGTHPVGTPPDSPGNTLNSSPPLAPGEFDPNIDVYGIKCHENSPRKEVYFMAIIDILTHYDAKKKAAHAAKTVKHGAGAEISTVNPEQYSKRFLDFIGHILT
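ADP-Glo luminescence end-point after a 60 min room-temperature kinase reaction. PI5P4Kalpha and substrate in HEPES pH 7.4 buffer with EGTA, 0.1% CHAPS and 5% DMSO; ATP at 5 microM final.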
EPAC1 ag: agonists of human EPAC1 | actives 0.073% (n = 360,000) | Potency, µM (doses to about 154 µM), for inactives: at the highest dose activation, hits mostly activators | AID 720707 | O95398 | EPAC1 agonist qHTS, biochemical assay; response scale: 100% = response to 6.5 mM cAMP; note: potency is the fitted concentration of half-maximal effect; nearly all actives have a fitted effect of over 60% in size
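Multi-concentration qHTS readout: loss of Rap1B-bound BODIPY-GDP fluorescence driven by 100 nM EPAC1 with excess GDP (50 uM), monitored kinetically at room temperature; agonist response expressed relative to 6.5 mM cAMP.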
IL-2 act: activators of IL-2. IL-2 activation reporter assay, cell-based qHTS; stimulated with anti-CD3/CD4/CD28 beads; in transgenic mouse T cells. activation, % (series mostly up to about 46 µM). actives 0.065% (n = 360,000). AID 652025; in the data active = activation above about 50%; inconclusive = mostly about 30% to 49%; note: 0% is about no effect
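Screening format: compound pinned onto unstimulated transgenic mouse T cells, 60 min incubation, then anti-CD3/anti-CD4/anti-CD28 bead stimulation for 18 hours at 37 degrees C, followed by EGFP and DsRed detection.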
EPAC1 antagonist: blocks human EPAC1 exchange factor. O95398. EPAC1 GEF assay, Rap1b-BODIPY-GDP exchange fluorescence. Potency, µM (titrated, usually from 115 µM), inactives show at the top dose activity change, negative = inhibition, hits mostly inhibitors. actives 0.14% (n = 360,000). AID 720709;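 note: potency is the fitted concentration of half-maximal effect; plate controls were vehicle for no effect and positive control for full effect; nearly all actives have a fitted effect of over 50% in size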
Starred values were filed as active, the others as inactive; ? = inconclusive; . = no result given; [ ] = another dose, or the depositor's remark. Unless noted, calls come from the whole dose curve; as a rule, active = well fitted curve in the direction sought with a large enough effect; inconclusive = small, poorly fitted or top-dose-only effect, or another doubt; inactive = no such curve, though single readings can be large; an effect the other way counts as inactive or inconclusive.

A first look, 9 compounds:
No.	Molecule	PLK1 PBD block	WRN helicase inh	EPAC2 agonist	CCT modulator	PI5P4Ka inh	EPAC1 ag	IL-2 act	EPAC1 antagonist
1	CCOC(=O)c1c(C)[nH]c(C(=O)N(C)Cc2cccc(OC)c2OC)c1C	-14%	1%	8%	-3.4	3	-7%	-0.7	-10%
2	Cc1ccc(N2C(=O)C3C4C=CC(CC4)C3C2=O)cc1Br (stereo unspecified)	-21%	11%	2%	-1.9	-3	-3%	-2.7	-3%
3	CC(=O)Oc1ccccc1C1OCCN1C(C)=O (stereo unspecified)	-2%	3%	-3%	0.6	0	2%	-1.6	4%
4	O=C(NC(Cc1c[nH]c2ccccc12)C(=O)O)c1cccs1 (stereo unspecified)	-7%	-7%	8%	-1.5	-9	-11%	0.1	-5%
5	Cc1cccc(C)c1OCC(=O)Nc1cccc(S(=O)(=O)N2CCCCCC2)c1	4%	8%	6%	-0.5	-6	1%	-4.8	13%
6	Cc1ccc(C2(C)NC(=O)N(CC(=O)N3CCc4ccccc43)C2=O)cc1 (stereo unspecified)	3%	-18%	-5%	-2.4	-2	10%	0.8	-12%
7	CCCSc1nc(N)nc2c1ncn2C1OC(CO)C(O)C1O (stereo unspecified)	-15%	-9%	4%	-3.3	-1	10%	-0.4	9%
8	COc1ccc(Oc2cn[nH]c2-c2ccc(OC)cc2O)cc1	-3%	-8%[57.1 µM]	25%	0.6	5	6%	-0.7	-21%
9	O=C(O)CN(CCc1ccccc1)S(=O)(=O)c1ccccc1	-10%	-1%[57.1 µM]	4%	-0.6	6	15%	-3.0	-19%

The listing, from the start:
No.	Molecule	PLK1 PBD block	WRN helicase inh	EPAC2 agonist	CCT modulator	PI5P4Ka inh	EPAC1 ag	IL-2 act	EPAC1 antagonist
1	CCOC(=O)c1c(C)[nH]c(C(=O)N(C)Cc2cccc(OC)c2OC)c1C	-14%	1%	8%	-3.4	3	-7%	-0.7	-10%
2	Cc1ccc(N2C(=O)C3C4C=CC(CC4)C3C2=O)cc1Br (stereo unspecified)	-21%	11%	2%	-1.9	-3	-3%	-2.7	-3%
3	CC(=O)Oc1ccccc1C1OCCN1C(C)=O (stereo unspecified)	-2%	3%	-3%	0.6	0	2%	-1.6	4%
4	O=C(NC(Cc1c[nH]c2ccccc12)C(=O)O)c1cccs1 (stereo unspecified)	-7%	-7%	8%	-1.5	-9	-11%	0.1	-5%
5	Cc1cccc(C)c1OCC(=O)Nc1cccc(S(=O)(=O)N2CCCCCC2)c1	4%	8%	6%	-0.5	-6	1%	-4.8	13%
6	Cc1ccc(C2(C)NC(=O)N(CC(=O)N3CCc4ccccc43)C2=O)cc1 (stereo unspecified)	3%	-18%	-5%	-2.4	-2	10%	0.8	-12%
7	CCCSc1nc(N)nc2c1ncn2C1OC(CO)C(O)C1O (stereo unspecified)	-15%	-9%	4%	-3.3	-1	10%	-0.4	9%
8	COc1ccc(Oc2cn[nH]c2-c2ccc(OC)cc2O)cc1	-3%	-8%[57.1 µM]	25%	0.6	5	6%	-0.7	-21%
9	O=C(O)CN(CCc1ccccc1)S(=O)(=O)c1ccccc1	-10%	-1%[57.1 µM]	4%	-0.6	6	15%	-3.0	-19%
10	CN(C)c1cc[n+](Cc2c(Cl)cccc2Cl)cc1	-2%	-8%	-2%	1.3	0	-14%	-2.9	?
11	CC(=O)CCCC(NS(=O)(=O)CCC(Cl)(Cl)Cl)c1ccccc1 (stereo unspecified)	-11%	1%	7%	-3.2	7	-5%	-3.3	4%
12	O=C(Oc1ccc2c(c1)OCO2)c1cc2c(s1)CCC2	-28%	?	3%	2.5	-53*	-1%	-3.3	-22%
13	C[C@H]1CN([C@@H](C)CO)C(=O)CCCn2cc(nn2)CO[C@@H]1CN(C)S(=O)(=O)c1ccccc1C#N	-16%	1%	18%	-1.1	1	-9%	-1.0	19%
14	CCN(CC)CCOC(=O)C1(c2ccccc2)CCOCC1	-23%	5%	3%	-2.1	-2	4%	-0.3	6%
15	CC(C)c1ccc(NC(=O)CSc2nc3ccsc3c(=O)n2CCC(=O)O)cc1	5%	-1%	-11%	0.4	8	-10%	-2.1	-16%
16	CCc1ccc(NC(=O)Cn2nnc(C(=O)NCc3ccc(OC)cc3)c2N)cc1	-6%	1%	8%	-2.7	2	7%	-0.2	-11%
17	Cc1sc(NC(=O)c2sc3nc4c(C)cccc4cc3c2N)c(C#N)c1C	?	?	-1%	-1.1	-63*	-5%	8.8	?
18	CCOC(=O)c1cccc(NC(=O)c2ccco2)c1	-13%	-2%	5%	-2.0	.	14%	0.1	3%
19	O=c1c([N+](=O)[O-])c(O)c2ccccc2n1Cc1ccccc1	-13%	-11%	-4%	1.5	-22	5%	0.7	-6%
20	O=C(CN1CCOCC1)Nc1ccc(S(=O)(=O)NC2CCCCC2)cc1	-2%	1%	-5%	0.9	.	-4%	5.8	11%
21	O=C(CN(CCO)c1ccccc1)Nc1ccc(Cl)c(S(=O)(=O)N2CCOCC2)c1	-14%	-4%	3%	-5.8	-4	-2%	-2.0	-14%
22	O=C(NC1CCCCC1)N1CCCC(CNS(=O)(=O)Cc2ccccc2)C1 (stereo unspecified)	-8%	1%	9%	1.3	1	7%	-2.2	11%
23	C#CCOCCOCCOCCNc1nc(N2CCN(C(=O)CCCCCCCCCCNC(=O)[C@H]([C@@H](C)CC)n3cc(CCCCN=C(N)N)nn3)CC2)nc(N2CCN(C(=O)CCCCCCCCCCNC(=O)[C@H](CO)n3cc(CCCSC)nn3)CC2)n1	16%	25µM*	-12%	-1.8	-95*	-17%	-0.8	45µM*
24	C=CC[n+]1c(-c2ccccc2)csc1NC(C)(C)C	-6%	-4%	9%	-2.6	1	-5%	0.3	10%
25	c1ccc(N2CCN(Cc3ccsc3)CC2)nc1	-2%	10%	8%	-2.1	-1	4%	0.8	-8%
26	COC(=O)CSc1nnc(-c2ccc(S(=O)(=O)N3CCCCC3)cc2)o1	-1%	6%	-9%	-1.1	.	2%	-1.3	16%
27	CCOC(=O)C1CC(C)=C(C)CC1C(=O)O (stereo unspecified)	-20%	2%	9%	0.5	-2	8%	-0.6	6%
28	Cc1nnc(Cl)c2nn(-c3ccccc3F)c(C)c12	1%	-5%	-5%	-2.2	3	-4%	0.6	10%
29	CC(=NCCN1CCOCC1)C1=C(O)c2ccccc2C1=O	-3%	-2%	-1%	-6.2	3	-3%	1.6	11%
30	CC(CC(F)(F)F)N1CCC(n2nccc2NC(=O)CCCc2ccccc2)CC1 (stereo unspecified)	0%	3%	-2%	1.8	2	-6%	-0.4	13%
31	COc1ccc(CCN(C)S(=O)(=O)c2ccc(Cl)nc2)cc1OC	-17%	11%	8%	0.2	1	12%	-0.2	8%
32	COc1ccccc1C(=O)N/N=C/c1ccc2c(c1)OCO2	-12%	8%	5%	-1.7	2	2%	0.1	-9%
33	COCCn1c(SC2CCOC2=O)nc2ccccc2c1=O (stereo unspecified)	-3%	-5%	0%	0.0	1	15%	-4.5	-10%
34	CC(C)(C)c1ccc(C(=O)N2CCN(CCNC(=O)C(=O)NCc3ccc(Cl)cc3)CC2)cc1	-8%	0%	-4%	1.2	-2	9%	-3.8	-22%
35	O=C(Nc1ccccc1N1CCCCC1)c1ccc(OC(F)F)cc1	3%	-13%	5%	-0.7	21	12%	0.1	-8%
36	Cc1c2cnn(CC(=O)NCCCN3CC(C)CC(C)C3)c(=O)c2c(C)n1Cc1ccc(Cl)cc1 (stereo unspecified)	-10%	1%	0%	0.9	10	8%	-1.1	-30%
37	CN(C)S(=O)(=O)c1ccc(NC(=O)C2CCCN(C(=O)c3ccc(Cl)cc3)C2)cc1 (stereo unspecified)	-9%	-4%	7%	-0.7	-8	0%	0.5	-30%
38	CCC1(CC)Nc2ccccc2C(=O)N1c1ccc(OC)cc1	-7%	3%	0%	-3.2	0	1%	0.9	2%
39	Cc1n[nH]c(C)c1CCNC(=O)C1CCC(=O)N(CCc2cccc(F)c2)C1 (stereo unspecified)	-6%	-16%	2%	-0.1	0	-1%	1.3	-26%
40	CC(C)Cn1cc(C(=O)NCc2cccs2)c2c3ccccc3n(C)c2c1=O	-24%	-8%	2%	-2.7	.	6%	2.3	-3%
41	CS(=O)(=O)N(CC(=O)Nc1ccc(S(=O)(=O)N2CCCC2)cc1)c1ccccc1	-1%	-5%	-5%	0.0	-17	4%	2.1	15%
42	O=C(CCc1n[nH]c(=O)[nH]c1=O)N1CCCCC1	-18%	0%	10%	-0.3	-2	-15%	-0.3	-5%
43	O=C(Nc1ccc(F)cc1F)c1cc(-c2ccco2)on1	-3%	-2%	13%	-2.3	.	0%	-0.6	-20%
44	Cc1ccc(CN2CCN(/N=C\C(Br)=C\c3ccccc3)CC2)cc1	4%	-18%[57.1 µM]	5%	-1.0	21	9%	1.9	-17%
45	CCOC(=O)c1sc(NC(=O)CN2CCN(c3ccccc3)CC2)nc1C	-2%	-4%	3%	-0.7	5	6%	1.5	-9%
46	C=CCS(=O)(=O)N1CCCC(Cc2ccccc2C)(C(=O)OCC)C1 (stereo unspecified)	-9%	-5%	0%	-1.6	5	-14%	0.2	-9%
47	Cn1c(=O)n(C)c2cc(NC(=O)Cc3ccccc3[N+](=O)[O-])ccc21	-13%	-5%	-3%	0.2	5	-9%	-0.9	-15%
48	O=C1CC(N2CCN(S(=O)(=O)c3ccccc3F)CC2)C(=O)N1c1ccccc1Cl (stereo unspecified)	-6%	-21%	-2%	4.2	1	-10%	-0.2	-3%
49	O=C1C(O)=C(O)C(=O)c2ccccc21	-16%	5%	13%	1.7	-6	-31%[inhibitor]	0.4	?
50	O=C(CN1CCN(S(=O)(=O)c2cc(Cl)ccc2Cl)CC1)c1ccc(O)c(O)c1	-6%	-16%[11.6 µM]	7%	1.0	7	1%	-0.3	?
51	O=C(Nc1nccs1)C1CC=CCC1C(=O)OCC(F)(F)C(F)F (stereo unspecified)	-10%	10%	9%	0.5	4	18%	0.7	-15%
52	Cc1cccc(N2C(=O)CC(N(O)c3ccccc3)C2=O)c1 (stereo unspecified)	-12%	1%	6%	-3.1	.	10%	-0.8	9%
53	COCCn1c(SCC(=O)c2ccc3c(c2)OCCO3)nnc1-c1ccoc1C	-10%	-7%	-1%	0.9	2	9%	-0.3	-12%

This is a subset; the hit share may differ from the screen's.
